Source: PubChem
CRFR2-BP ag: agonists of CRF-BP/CRF-R2 complex, primary screen, cell-based, HEK293, calcium dye fluorescence, uHTS. calcium dye fluorescence (FLIPR); percent of saturating CRF peptide response. actives 0.46% (n = 350,000). CRF-binding protein / CRF receptor 2 complex (human). activation, % at 13.2 µM;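 active = activation of at least 50%, plus an integration ratio under a set limit after plate pattern correction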;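 also: plate controls were neutral control wells without compound for no effect and CRF at EC100 for full effect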
TAAR1 ag: human TAAR1 agonists, primary screen, Fluo-8 calcium fluorescence, CHO RD-HGA16 cells; Trace amine-associated receptor 1 (Homo sapiens), Q96RJ0; vehicle wells 0%, saturating PEA agonist 100%; activation, % at 3 µM; actives 0.99% (n = 360,000); AID 624467, 2012;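 active = activation above the mean activation of all test compounds in the run plus 3 SD, cut at about 38% in these data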
Target sequence (Q96RJ0 whole entry, looked up): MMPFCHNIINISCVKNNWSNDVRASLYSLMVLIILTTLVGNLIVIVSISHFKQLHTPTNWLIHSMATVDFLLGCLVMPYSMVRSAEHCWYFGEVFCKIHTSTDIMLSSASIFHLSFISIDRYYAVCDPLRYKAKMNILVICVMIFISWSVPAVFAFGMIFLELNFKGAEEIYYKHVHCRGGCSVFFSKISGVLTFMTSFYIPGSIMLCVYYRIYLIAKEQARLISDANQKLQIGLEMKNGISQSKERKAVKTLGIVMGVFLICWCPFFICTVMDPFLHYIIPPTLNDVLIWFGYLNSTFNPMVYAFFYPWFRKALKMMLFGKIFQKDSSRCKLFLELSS
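Benchmarks: low control DMSO, high control PEA (EC100); System: CHO RD-HGA16 cells carrying human TAAR1 plus Gα16; Detection: Fluo-8 fluorescence, 5 s baseline then 140 s kinetic read; Schedule: 17-24 h plating, Fluo-8 75 min 37 °C, 30 min RT; Read-out basis: % activation from peak over basal fluorescence ratio, DMSO-to-PEA scaled.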
CRFR2-BP antag: antagonists of CRF-BP/CRF-R2 complex, primary screen, cell-based, HEK293, calcium dye fluorescence, uHTS; inhibition, % at 11.8 µM; CRF-induced calcium fluorescence; actives 0.59% (n = 350,000); AID 588475, 2011;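 active = inhibition of the ligand-induced calcium signal above about 50% at the single tested concentration, limit read from the data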
TAAR1 antagonist: human TAAR1 antagonists, primary screen, Fluo-8 calcium fluorescence, CHO RD-HGA16 cells. inhibition, % at 3 µM. Trace amine-associated receptor 1 (Homo sapiens), Q96RJ0. antagonist. actives 1.5% (n = 360,000);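 active = inhibition above a per-plate cutoff, the mean inhibition of test compounds on that plate plus 3 SD, cut at about 49% in these data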;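 also: 0% = DMSO plus EC80 beta-PEA response and 100% = DMSO alone without agonist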
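Test system – hTAAR1-expressing CHO RD-HGA16 cells, Gα16-coupled · Also added – β-PEA at EC80 concentration, post-compound challenge · Compound – 3 µM, single point · Incubation – dye loading 75 min at 37 °C, then 30 min room temperature · Measured by – Fluo-8 intracellular calcium dye fluorescence, real-time kinetic reads · Benchmarks – vehicle and agonist controls · Replicates – singlicate, one well per test compound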
M1 PAM parental: nonselective calcium activators in parental CHO-K1 cells, primary screen, counter-screen for M1 PAM project, cell-based, Fluo-8 calcium fluorescence, full deck, 1536-well | AID 602247, 2012 | ATP EC20; 0% at ATP EC20, 100% at ATP max | actives 0.02% (n = 360,000) | activation, % at 3 µM;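 active = activation above the run cutoff, the mean activation of all test compounds plus 3 SD, cut at about 40% in these data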;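 also: peak over basal fluorescence ratio in a 140 s read after ATP addition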
M4 PAM: human M4 muscarinic receptor positive allosteric modulators, primary screen, CHO-K1 cells, Fluo-8 calcium fluorescence | actives 0.4% (n = 360,000) | CHO-K1 hM4/Gqi5, ACh EC20; 0% = ACh EC20, 100% = maximal ACh | activation, % at 3 µM;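 active = activation above its plate's cutoff, the mean activation of sample wells plus 3 SD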; also: some results filed as inactive read as strong as hits
Target sequence (P08173 whole entry, looked up): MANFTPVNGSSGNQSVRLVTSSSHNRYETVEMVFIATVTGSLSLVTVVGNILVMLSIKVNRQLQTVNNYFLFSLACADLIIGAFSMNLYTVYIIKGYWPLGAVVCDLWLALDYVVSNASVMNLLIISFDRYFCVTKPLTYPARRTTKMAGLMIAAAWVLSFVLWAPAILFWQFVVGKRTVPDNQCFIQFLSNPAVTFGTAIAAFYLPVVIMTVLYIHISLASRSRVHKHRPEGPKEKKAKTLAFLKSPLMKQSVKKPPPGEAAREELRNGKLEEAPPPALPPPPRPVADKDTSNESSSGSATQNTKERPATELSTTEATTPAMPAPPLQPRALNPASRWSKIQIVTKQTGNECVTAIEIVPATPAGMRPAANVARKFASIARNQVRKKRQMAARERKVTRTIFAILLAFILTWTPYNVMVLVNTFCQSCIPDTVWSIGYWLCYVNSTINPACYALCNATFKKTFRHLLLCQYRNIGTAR
CHRM5 agonist: human M5 muscarinic receptor agonists, primary screen, CHO-K1 cells, Fluo-8 calcium fluorescence | AID 624037, 2012 | CHO-K1 hM5 cells; 0% DMSO wells, 100% maximal acetylcholine response | activation, % at 3 µM | Muscarinic acetylcholine receptor M5 (Homo sapiens), P08912 | actives 0.19% (n = 360,000);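 active = activation above the run's mean over test compounds plus 3 SD, cut at about 23% in these data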;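 also: signal is peak over basal fluorescence ratio across the kinetic read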
M5 PAM: human M5 muscarinic receptor positive allosteric modulators, primary screen, CHO-K1 cells, Fluo-8 calcium fluorescence; Muscarinic acetylcholine receptor M5 (Homo sapiens), P08912; CHO-K1 hM5, ACh EC20 PAM; 0% = ACh EC20, 100% = ACh EC100; activation, % at 3 µM; actives 0.3% (n = 360,000);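 active = activation above the run cutoff, the mean activation of all test compounds plus 3 SD, cut at about 18% in these data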
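Assay system: CHO-K1 hM5 cells. Also added: acetylcholine at EC20 concentration, added after compound. Dosing: 3 µM, single dose. Times: compound preincubation 140 s before EC20 acetylcholine addition. Signal: Fluo-8 calcium fluorescence. Measure: % activation relative to EC20 and EC100 ACh responses. Repeats: singlicate, one well per test compound.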
CHRM5 antagonist: human M5 muscarinic receptor antagonists, primary screen, CHO cells, Fluo-8 calcium fluorescence | Muscarinic acetylcholine receptor M5 (Homo sapiens), P08912 | CHO-hM5 cells, ACh EC80 | inhibition, % at 3 µM | actives 0.59% (n = 360,000) | AID 624040, 2012;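 active = inhibition above a per-plate cutoff, the mean of that plate's test compounds plus 3 SD, cut at about 27% in these data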;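 also: 0% = acetylcholine EC80 with DMSO and 100% = DMSO without agonist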
Numbers without * were called inactive; · = not tested or not shown. No enrichment for hits, and some 4.2% of all compounds hit somewhere here.

SMILES	CRFR2-BP ag	TAAR1 ag	CRFR2-BP antag	TAAR1 antagonist	M1 PAM parental	M4 PAM	CHRM5 agonist	M5 PAM	CHRM5 antagonist
COc1ccc(CNC(=O)CN(c2ccc(OC)cc2)S(=O)(=O)c2c(C)[nH]c(=O)[nH]c2=O)cc1	1.1	-0.3	6.3	-30.1	9.0	3.5	-1.0	9.5	-8.2
N/C(=N\OC(=O)COc1ccc(Cl)cc1)c1cccnc1	0.1	13.4	11.3	-8.7	20.1	-1.9	-0.6	-3.4	-6.5
COc1ccc2c(c1)c1nc3n(c(=O)c1n2CC(=O)Nc1ccccc1)CCCS3	0.4	4.3	9.6	-30.8	-0.8	-2.0	-0.5	3.0	4.3
Cc1ccc(OCC(=O)Nc2ccc(S(=O)(=O)N3CCCC3)cc2)cc1	0.4	9.2	-10.2	-20.4	18.1	1.6	-1.6	-5.9	10.1
Nn1c(COc2ccccc2F)nnc1SCC(=O)NC1CCS(=O)(=O)C1 (stereo not drawn)	0.0	0.3	4.1	-11.9	13.7	3.6	2.1	-1.1	6.6
CCOC(=O)C1CCN(C(=O)c2ccc3c(c2)S(=O)(=O)c2ccccc2C3=O)CC1	0.2	-0.9	-6.1	0.6	14.3	-4.7	-0.8	-2.8	11.9
CCCCn1c(CN2CCN(c3cccc(Cl)c3)CC2)nc2c1c(=O)[nH]c(=O)n2C	-1.0	28.0	-19.0	-23.4	28.1	1.6	-1.1	2.1	6.2
Cc1cc(C(=O)CN2C(=O)C(=O)N(C)C2=O)c(C)n1-c1cccc(S(=O)(=O)N2CCOCC2)c1	3.2	6.4	-0.1	20.2	6.9	-4.9	6.3	-5.8	8.6
O=C(Nc1ccc(S(=O)(=O)N2CCCCC2)cc1)c1ccc(Cl)nc1	-0.1	9.6	7.2	2.6	-3.3	-7.1	4.5	-6.8	7.8
Cc1ccc(C(=O)O)cc1NC(=S)NCCc1ccccc1	-0.3	18.3	7.2	-0.3	5.1	8.5	-3.4	0.6	5.3
COc1ccc(C2CC(=O)C=C(NCCC(C)C)C2)cc1 (stereo not drawn)	0.5	5.9	15.9	-13.0	3.1	-6.6	2.4	-15.1	10.3
CC(C)(C)NC(=O)Cn1cc(C#N)c2cc(Br)ccc21	-0.5	12.9	-30.6	3.8	16.8	3.2	1.7	-2.9	9.8
COC(=O)C1=C(C)OC(N)=C(C#N)C1c1ccsc1 (stereo not drawn)	-2.3	8.5	5.7	-2.9	7.6	-2.6	-4.6	-7.8	-4.7
COCCN(C(=O)CSc1nnc(-c2cccc(Cl)c2)n1N)c1c(N)n(CC(C)C)c(=O)[nH]c1=O	1.9	1.2	-7.9	5.5	-1.6	6.7	-0.2	-0.7	2.9
COc1ccc(N2CCN(C(=O)c3ccc(NC(=O)C4=CSCCO4)cc3)CC2)cc1	-1.1	·	0.9	·	-8.0	-6.0	1.7	3.8	-8.9
Cc1ccc2nc(NC(=O)COC(=O)c3ccco3)sc2c1	3.4	5.3	-24.4	-6.8	7.8	25.3	-1.1	-0.1	-5.6
O=C(NCC(O)COc1ccc([N+](=O)[O-])cc1)Nc1ccccc1 (stereo not drawn)	-0.6	4.0	8.1	-17.0	9.6	-4.8	0.4	-3.0	15.5
O=C(NCCc1ccccc1F)c1cccc2cccnc12	0.4	65.8*	-2.4	17.4	-18.7	2.6	-4.7	-7.0	12.6
CCCOc1ccc(CN(C)c2ncnc(N)n2)cc1	-1.8	-1.5	16.6	10.8	-10.7	-4.1	-5.5	-2.1	-3.6
Cn1c(SCC(=O)NC2CCCCC2)nnc1-c1ccccc1F	-0.7	2.0	-6.8	-0.9	5.5	-0.5	-3.9	2.1	-3.8

The last four records of the part above come first, to join the parts.
SMILES	CRFR2-BP ag	TAAR1 ag	CRFR2-BP antag	TAAR1 antagonist	M1 PAM parental	M4 PAM	CHRM5 agonist	M5 PAM	CHRM5 antagonist
O=C(NCC(O)COc1ccc([N+](=O)[O-])cc1)Nc1ccccc1 (stereo not drawn)	-0.6	4.0	8.1	-17.0	9.6	-4.8	0.4	-3.0	15.5
O=C(NCCc1ccccc1F)c1cccc2cccnc12	0.4	65.8*	-2.4	17.4	-18.7	2.6	-4.7	-7.0	12.6
CCCOc1ccc(CN(C)c2ncnc(N)n2)cc1	-1.8	-1.5	16.6	10.8	-10.7	-4.1	-5.5	-2.1	-3.6
Cn1c(SCC(=O)NC2CCCCC2)nnc1-c1ccccc1F	-0.7	2.0	-6.8	-0.9	5.5	-0.5	-3.9	2.1	-3.8
COc1ccc2[nH]c(O)c(N=NC(=O)Cc3cccs3)c2c1	-3.4	4.3	-6.0	3.0	3.7	-10.2	-1.9	2.8	-3.1
CN(C(=O)c1cc2n(n1)C(C(F)(F)F)CC(c1ccco1)N2)c1ccccc1 (stereo not drawn)	0.3	-1.6	-7.2	5.8	10.0	12.0	1.7	2.6	0.0
CC(=O)Nc1ccc(Sc2ccc([N+](=O)[O-])o2)cc1	-0.8	2.2	13.8	-3.9	3.2	5.3	-3.4	-10.2	14.1
Cc1ccc(C)c(NC(=O)CCc2ccc(C)o2)c1	-0.1	3.3	14.9	-2.5	16.0	3.5	-1.2	5.5	-0.4
COc1ccccc1C(=O)n1nc(C)cc1C	-1.7	3.7	5.0	7.9	4.0	6.4	-6.5	-0.5	3.6
O=C(c1ccc(Cl)c(Cl)c1)c1cnc(Nc2ccccc2)s1	11.8	5.7	-1.7	-16.5	3.0	10.3	0.3	-0.3	0.8
CCCNC(=O)Cn1cnc2sc(C(=O)NCCN(CC)CC)c(C)c2c1=O	1.4	14.9	-23.5	-9.9	8.2	14.9	-3.2	9.6	-2.5
COc1ccc2c(c1)C(=O)CC(O)(C(F)F)O2 (stereo not drawn)	-1.1	0.1	-7.2	-2.5	6.4	-1.2	-3.1	8.3	0.9
Cc1nnc(C)n1/N=C/c1cccn1C	-0.2	1.6	-3.5	-19.2	10.3	13.9	-2.0	6.4	2.9
C=C(C)CCOC(=O)C(CC(=O)O)NCc1ccco1 (stereo not drawn)	1.4	15.2	-9.7	-1.6	17.5	9.6	0.7	1.1	7.7
Cc1cc(-c2ccccc2)c2nncn2n1	-1.8	1.6	1.3	17.8	-0.9	17.2	0.4	4.7	-0.8
CCOc1nc2c(c(-c3cccs3)c1C#N)Cc1ccccc1-2	2.7	5.3	-8.4	-20.6	9.8	-2.3	-0.1	5.1	1.5
O=C(CNC(=O)c1cc(S(=O)(=O)N2CCOCC2)ccc1N1CCCC1)Nc1ccc(F)c(F)c1	-0.5	12.0	7.3	-3.3	-9.2	18.0	0.2	5.3	-7.9
O=C(NC1CC2CCCC(C1)N2C(=O)NC1CCCCC1)c1ccccc1 (stereo not drawn)	1.1	-1.1	-3.1	3.1	8.6	3.0	0.1	-1.7	-5.2
COc1cc(/C=N/Nc2ccc(Cl)c(C(=O)O)c2)ccc1OC(=O)c1ccccc1F	-1.2	-1.3	21.5	11.8	9.9	7.2	-4.0	4.1	-2.1
COc1ccc(CCNC(=O)C(=O)NCC2OCCN2S(=O)(=O)c2cc(F)ccc2F)cc1OC (stereo not drawn)	2.1	13.4	25.5	39.3	5.2	-11.3	4.2	-6.4	0.9
Cc1cccc(C)c1Nc1n[nH]c(=S)s1	-3.9	13.9	9.2	19.4	13.0	-3.5	4.0	-1.9	6.0
CC(=O)N(C)C1=C(O)c2ccccc2C(=O)C1=O	1.4	3.2	7.6	11.9	4.2	18.8	2.5	6.5	-9.0
CC(c1ccccc1)N1CCN(C(=O)CCl)CC1 (stereo not drawn)	-1.1	0.1	15.5	-2.3	15.7	-6.3	-2.2	8.5	-6.0
Cc1ccc(-c2csc(N3CCC[C@@H]3C(=O)NCCn3c(C(F)(F)F)nc4ccccc43)n2)cc1	-1.7	12.3	-1.5	44.6	2.3	-1.2	-3.2	-11.2	-10.4
Cc1cccc(-c2noc(-c3ccccc3C(=O)NCC3CCCO3)n2)c1 (stereo not drawn)	-1.9	14.0	-1.4	27.4	12.4	-1.4	0.0	-8.5	2.7
Cc1ccc2c(c1)c1nc3ccccc3nc1n2CCN1CCOCC1	-2.3	13.8	20.7	1.3	8.2	0.6	-7.7	-3.6	12.9
COCCn1c(=NC(=O)/C=C/c2ccccc2)sc2cc(NC(C)=O)ccc21	-0.8	2.5	14.7	2.8	11.8	5.2	2.1	-4.5	5.5
CC(=O)Nc1ccc(S(=O)(=O)N(C)CC(=O)OCC(=O)N(CC(C)C)C2CCS(=O)(=O)C2)cc1 (stereo not drawn)	2.5	1.6	-17.0	-8.2	-13.2	-4.7	1.9	-4.9	2.9
O=C1c2ccccc2C(=O)N1CCCCCc1nc(-c2ccccc2)no1	3.4	9.3	7.6	14.6	-5.5	0.7	0.7	-2.4	3.8
COC(=O)CNC(c1ccccc1)c1cc(C)ccc1NC(=O)CNC(=O)OCc1ccccc1 (stereo not drawn)	-1.1	-0.6	12.3	4.8	14.3	-5.2	-1.6	-2.2	-2.6
CC(=O)OCC1=C(C(=O)O)N2C(=O)C(NC(=O)c3ccc(COc4ccc(Cl)cc4)o3)C2SC1 (stereo not drawn)	1.4	0.9	9.9	23.1	-1.4	-0.5	0.4	2.8	2.2
COC(=O)c1ccsc1NC(=O)CN1C(=O)CCC1=O	-0.5	0.1	8.1	-5.8	-4.6	2.5	0.8	0.8	-3.7
C=CCNC(=O)C(=O)Nc1cc2c3c(c1)CCC(=O)N3CCC2	-0.6	8.0	7.9	-15.1	-0.9	0.1	-3.5	-0.6	3.8
Cc1ccc(C(=O)N2C(=S)C(c3ccc(F)cc3)=NC23CCN(C)CC3)cc1	16.6	14.1	-44.0	13.3	-5.9	-3.0	-9.6	-17.9	20.9
O=C1CN(C(=O)c2cc3ccccc3o2)c2ccccc2N1	1.7	-0.2	6.8	-2.4	15.7	0.3	-0.7	-5.5	3.1
CN(C)S(=O)(=O)c1cccc(NC(=S)NCc2ccco2)c1	0.9	4.9	-3.8	-2.6	4.4	0.7	2.4	-6.8	6.7
Brc1ccccc1C1N=C(c2ccccc2)NO1 (stereo not drawn)	-0.3	-0.2	-1.9	1.5	13.2	7.0	-3.0	-1.2	0.2
